Screening data deposited in PubChem BioAssay by Broad Institute.
C2C12 statin = suppressors of statin myotoxicity in C2C12 myotubes, primary screen, cell-based, single point, plate reader | C2C12 myotubes + simvastatin, ATP luminescence, 48 h; scaled: DMSO 0, geranylgeraniol control 100 | rescue of ATP level, % at 7.49 µM | hit rate 0.78% among 330,000 | AID 602340, 2012;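 active = mean ATP rescue above about 67%, or every replicate alone reaching that limit, limit read from the data, passing the limit was not always enough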;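 note: myotubes were challenged with 10 µM simvastatin during compound exposure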
PGC1a acetyl inh = inhibitors of PGC1a acetylation signal, primary screen, cell-based, U2OS, AlphaScreen, inhibitor mode; hit rate 0.17% among 350,000; AlphaScreen anti-acetyl-lysine; with virally co-expressed GCN5 acetyltransferase; inhibition, % at 15.6 µM; AID 651687, 2012;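 active = every replicate shows inhibition of at least 40%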;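 note: 0% = neutral control wells and 100% = positive control wells; some results beyond the cut were filed as inactive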
SIRT5 inh = SIRT5 desuccinylase inhibitors, primary screen, biochemical, fluorescence imaging, single point, set 5 | NAD-dependent protein deacylase sirtuin-5, mitochondrial (Homo sapiens), Q9NXA8 | Purified SirT5, succinyl-peptide AMC, trypsin-coupled fluorescence | inhibition, % at 15 µM | hit rate 1.1% among 330,000 | AID 652115, 2013; in the data active = inhibition above about 15%
XiGFP reactiv = activators of inactive X chromosome reactivation, primary screen, imaging, XiGFP fibroblasts, GFP high-content imaging, set 2. XiGFP mouse fibroblasts, % GFP-positive cells imaging, 3 d; cells co-treated with 5-aza-dC sensitizer; scaled so ellipticine positive control = 100%. activation, % at 7.58 µM. hit rate 0.055% among 360,000;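 active = mean normalized replicate activation at least 10% and every replicate at or above 10%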;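 note: 0% = median of on-plate neutral control wells and 100% = ellipticine 6 µM median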
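System: 68-5-11 XiGFP fibroblast line; Timing: 3 days compound exposure; Compound dosing: one concentration, pinned; Benchmarks: positive control ellipticine, 6 µM final; Buffer or medium: DMEM containing 5-aza-dC.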
Cneo AK release = Cryptococcus neoformans cell lysis inducers, primary screen, AK release luminescence, single concentration. C. neoformans lysis, adenylate kinase release luminescence, 4 h; normalised: neutral wells 0, clomiphene wells 100. lysis activity, % at 15 µM. hit rate 0.2% among 360,000. AID 651654, 2012;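 active = mean lysis activity across replicates of at least 80%, whatever share of replicates individually reach that level; inactive = mean lysis activity below 80%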
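Signal: Adenylate kinase release luminescence | Assay system: Log-phase Cryptococcus neoformans yeast cells | Input: Cells at 5 × 10^6 per mL | Buffer or medium: Fresh YPD growth medium | Compound: Single dose | Schedule: Static 4 h at 37 °C with compound, 1 h detection | Controls: Clomiphene | Read-out: Luminescence rise reflecting yeast cell lysis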
LGR2 inh = inhibitors of bursicon-induced LGR2 CRE-luciferase signal, primary screen, cell-based, HEK293, CRE-luciferase reporter, bursicon stimulation; bursicon-stimulated, 4 h; inhibition, % at 9.99 µM; hit rate 0.35% among 380,000; AID 720647, 2013;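 active = drop in luminescence signal, shown as inhibition above about 50% in the replicate tests, limit read from the data, passing the limit was not always enough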;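 note: agonist challenge used bursicon conditioned medium at about half maximal strength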
ERAP1 inh = human ERAP1 aminopeptidase inhibitors, primary screen, biochemical, single point, plate reader. AID 652197, 2013. recombinant ERAP1, Leu-AMC fluorescence, 60 min. hit rate 0.15% among 340,000. inhibition, % at 10.7 µM;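 active = mean replicate inhibition of at least 30%, or all replicates individually reaching that 30% level; inactive = mean below 30% and not every replicate reaching it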;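 note: 0% = neutral control wells and 100% = L-leucinethiol positive control wells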
Target sequence (Q9NZ08 whole entry, looked up): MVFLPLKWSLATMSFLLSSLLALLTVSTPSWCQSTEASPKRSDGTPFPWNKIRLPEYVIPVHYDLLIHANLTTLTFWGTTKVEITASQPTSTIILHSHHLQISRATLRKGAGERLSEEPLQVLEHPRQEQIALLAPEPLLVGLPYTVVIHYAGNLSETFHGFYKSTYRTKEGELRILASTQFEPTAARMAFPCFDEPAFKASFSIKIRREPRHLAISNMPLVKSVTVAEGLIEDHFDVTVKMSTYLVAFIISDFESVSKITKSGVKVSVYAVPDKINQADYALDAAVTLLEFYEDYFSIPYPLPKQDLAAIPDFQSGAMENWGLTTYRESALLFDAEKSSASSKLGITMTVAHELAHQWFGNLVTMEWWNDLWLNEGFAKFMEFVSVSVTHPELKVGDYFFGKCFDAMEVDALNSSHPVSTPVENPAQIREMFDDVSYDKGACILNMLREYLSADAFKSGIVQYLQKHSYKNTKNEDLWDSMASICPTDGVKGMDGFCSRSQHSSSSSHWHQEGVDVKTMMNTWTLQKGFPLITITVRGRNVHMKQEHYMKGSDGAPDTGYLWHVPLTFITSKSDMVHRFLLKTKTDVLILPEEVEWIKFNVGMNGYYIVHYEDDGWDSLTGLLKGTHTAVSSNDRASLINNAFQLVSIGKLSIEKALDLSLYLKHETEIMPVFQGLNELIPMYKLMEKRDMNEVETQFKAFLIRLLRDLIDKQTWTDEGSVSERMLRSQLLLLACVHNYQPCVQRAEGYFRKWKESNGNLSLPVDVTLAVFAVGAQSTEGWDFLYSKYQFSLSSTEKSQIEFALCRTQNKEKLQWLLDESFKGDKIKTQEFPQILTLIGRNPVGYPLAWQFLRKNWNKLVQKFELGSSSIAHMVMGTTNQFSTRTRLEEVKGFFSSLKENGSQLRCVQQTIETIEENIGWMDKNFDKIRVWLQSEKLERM
S100A4 MyoIIA = inhibitors of S100A4-myosin IIA peptide binding, primary screen, biochemical, fluorescence polarization, TAMRA-MyoIIA peptide; inhibition, % at 10.7 µM; hit rate 0.14% among 360,000;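 active = mean inhibition of at least 70% across replicates, with every replicate also reaching that level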
Target sequence (P26447 whole entry, looked up): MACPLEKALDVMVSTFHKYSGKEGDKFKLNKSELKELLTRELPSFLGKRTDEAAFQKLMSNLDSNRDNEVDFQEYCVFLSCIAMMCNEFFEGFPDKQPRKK
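Material: human S100A4 monomer with TAMRA-labelled myosin IIA peptide; buffer or medium: HEPES pH 7.2 with CaCl2, KCl, NaCl, DTT, Triton; compound dosing: one concentration per compound; schedule: 5 min incubation before reading; benchmarks: neutral control DMSO, positive control TFP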
The depositor's hits bear a star; . = no result given; & = joins results of further samples.

A first look, six compounds:
cpd | Compound | SIRT5 inh | S100A4 MyoIIA | PGC1a acetyl inh | C2C12 statin
1 | C[C@@H](NC(=O)C[C@@H]1CC[C@H]2[C@@H](COC[C@H](O)CN2C(=O)Nc2cc(Cl)cc(Cl)c2)O1)c1ccccc1 | 2.7 | -3.1 | -10.5 | -1.9
2 | COc1ccc(C2CC(=O)C3=C(C2)Nc2ccccc2N(C(=O)C2CC2)C3c2cccnc2)cc1OC (configuration not stated) | . | . | 6.9 | 11.8
3 | C[C@H](CO)N1C[C@H](C)[C@@H](CN(C)S(C)(=O)=O)OCCCC[C@H](C)Oc2ccc(NC(=O)c3ccccc3)cc2C1=O | . | . | -1.0 | 27.4
4 | COc1ccc(/C=C/C(=O)Nc2ccccc2Cl)cc1S(=O)(=O)N1CCOCC1 | -2.6 | -4.1 | 8.3 | -6.7
5 | COc1ccc(CNC(=O)c2cc3c(c(-c4cccc(-c5ccc(C#N)cc5)c4)n2)[C@H](CCO)N([S@@](=O)C(C)(C)C)C3)cc1 | 6.0 | -34.3 | -17.7 | -32.6
6 | O=C1C2CCCN2C(=O)N1CCCCN1CCN(c2cccc(C(F)(F)F)c2)CC1 (configuration not stated) | -2.0 | -6.4 | -5.5 | 0.9

cpd | XiGFP reactiv | ERAP1 inh | Cneo AK release | LGR2 inh
1 | 0.0 | -2.4 | -1.5 | 4.8
2 | . | . | 1.1 | -6.8
3 | 2.3 | . | . | 2.6
4 | 0.0 | . | -2.3 | 3.0
5 | -0.1 | 1.3 | -13.1 | 11.0
6 | 0.0 | -0.1 | -2.5 | -0.5

All compounds of this part, previewed entries included:
cpd | Compound | SIRT5 inh | S100A4 MyoIIA | PGC1a acetyl inh | C2C12 statin
1 | C[C@@H](NC(=O)C[C@@H]1CC[C@H]2[C@@H](COC[C@H](O)CN2C(=O)Nc2cc(Cl)cc(Cl)c2)O1)c1ccccc1 | 2.7 | -3.1 | -10.5 | -1.9
2 | COc1ccc(C2CC(=O)C3=C(C2)Nc2ccccc2N(C(=O)C2CC2)C3c2cccnc2)cc1OC (configuration not stated) | . | . | 6.9 | 11.8
3 | C[C@H](CO)N1C[C@H](C)[C@@H](CN(C)S(C)(=O)=O)OCCCC[C@H](C)Oc2ccc(NC(=O)c3ccccc3)cc2C1=O | . | . | -1.0 | 27.4
4 | COc1ccc(/C=C/C(=O)Nc2ccccc2Cl)cc1S(=O)(=O)N1CCOCC1 | -2.6 | -4.1 | 8.3 | -6.7
5 | COc1ccc(CNC(=O)c2cc3c(c(-c4cccc(-c5ccc(C#N)cc5)c4)n2)[C@H](CCO)N([S@@](=O)C(C)(C)C)C3)cc1 | 6.0 | -34.3 | -17.7 | -32.6
6 | O=C1C2CCCN2C(=O)N1CCCCN1CCN(c2cccc(C(F)(F)F)c2)CC1 (configuration not stated) | -2.0 | -6.4 | -5.5 | 0.9
7 | CCCN(C)C[C@@H]1Oc2cc(-c3ccc(F)cc3)ccc2S(=O)(=O)N([C@H](C)CO)C[C@@H]1C | 0.6 | -9.5 | -7.9 | 16.1
8 | Oc1ccc(/C=C/c2ccc3ccccc3n2)cc1 | -6.2 | 0.4 | . | -93.1
9 | CCc1ccc(NC(=O)CCNC(=O)Cn2cnc3ccccc3c2=O)cc1 | -3.9 | -2.8 | 34.8 | 40.5
10 | Cc1ccc(C23CC4CC(CC(C(=O)N5CCN(C)CC5)(C4)C2)C3)cc1 | 0.1 | 1.1 | -8.6 | .
11 | CC1CCCC(C)N1C(=O)CSc1nc2c(c(=O)n(C)c(=O)n2C)n1C (configuration not stated) | 2.1 | -13.7 | 5.5 | -2.4
12 | CCC1Oc2ccc(C)cc2N(CC(=O)NC2CCCCC2)C1=O (configuration not stated) | -10.5 | -6.5 | 0.1 | 14.3

cpd | XiGFP reactiv | ERAP1 inh | Cneo AK release | LGR2 inh
1 | 0.0 | -2.4 | -1.5 | 4.8
2 | . | . | 1.1 | -6.8
3 | 2.3 | . | . | 2.6
4 | 0.0 | . | -2.3 | 3.0
5 | -0.1 | 1.3 | -13.1 | 11.0
6 | 0.0 | -0.1 | -2.5 | -0.5
7 | -0.1 | 0.4 | 2.0 | 5.1
8 | 0.2 | -1.1 | -8.3 | 96.0*
9 | 0.0 | -2.5 | -1.7 | -0.5
10 | -0.1 | 4.5 | . | 7.5
11 | 0.5 | -1.6 | -3.0 | 31.8
12 | 0.1 | -4.2 | -0.7 | -1.9

(more compounds)
cpd | Compound | SIRT5 inh | S100A4 MyoIIA | PGC1a acetyl inh | C2C12 statin
13 | CCC(C)c1ccc(NC(=O)COC(=O)c2nc3nccc(C)n3n2)cc1 (configuration not stated) | -6.2 | -3.0 | -4.5 | .
14 | O=C1CCCCCN1CP(=O)(O)CN1CCOCC1 | -0.5 | 3.0 | . | .
15 | Cc1ccc(-c2nnn(CC(=O)N(c3cccc(F)c3)C(C(=O)NC(C)(C)C)c3ccco3)n2)o1 (configuration not stated) | -3.5 | -2.7 | 0.8 | -5.2
16 | CC1(C(=O)NS(=O)(=O)c2ccc3ccccc3c2)CCN1C(=O)Cc1ccc(Cl)cc1Cl (configuration not stated) | -3.2 | 1.0 | . | 2.4
17 | FC(F)(F)c1ccccc1-n1ccnc1 | -0.4 | -3.5 | 7.5 | -7.6
18 | CCOc1cc(N2CCOCC2)c(OCC)cc1NC(=O)c1cc(S(=O)(=O)N2CCOCC2)ccc1C | -3.8 | 3.7 | -1.9 | -0.8
19 | C[C@H]1CN([C@@H](C)CO)C(=O)CCCn2cc(nn2)CO[C@@H]1CN(C)Cc1ccncc1 | -1.0 | -2.5 | -0.1 | -24.2
20 | Cc1noc(C)c1S(=O)(=O)N(C)C[C@@H]1OCc2cnnn2CCCC(=O)N([C@H](C)CO)C[C@@H]1C | -1.2&2.5 | -0.4&1.8 | 5.4&2.6 | 6.8&-4.7
21 | C=CCOc1c(Br)cc(/C=N/NC(N)=O)cc1OC | -0.3 | -4.8 | 3.4 | .
22 | O=C(C1=C[C@H](c2ccc(C(F)(F)F)cc2)C[C@H](OCc2ccc(CO)cc2)O1)N1CCOCC1 | -0.3&-1.6 | 1.2&4.6 | -3.2&-6.1 | 3.1
23 | O=C(NC(=O)c1cccc(F)c1)Nc1nc(-c2ccc(F)cc2)cc(C(F)(F)F)n1 | -2.2 | -0.7 | . | .
24 | Cc1noc(C)c1NC(=O)Nc1ccc2c(c1)C(=O)N([C@H](C)CO)C[C@@H](C)[C@@H](CN(C)Cc1ccc(Cl)c(Cl)c1)O2 | 0.3 | 13.4 | -3.2 | 27.7

cpd | XiGFP reactiv | ERAP1 inh | Cneo AK release | LGR2 inh
13 | -0.1 | 5.7 | . | -18.5
14 | . | 2.6 | . | 0.6
15 | 0.0 | -1.0 | -1.6 | 16.1
16 | 0.1 | 10.4 | -2.0 | 5.2
17 | 0.3 | -3.5 | 3.2 | 15.6
18 | 0.0 | -5.1 | -1.9 | -7.0
19 | 0.0 | 2.4 | 6.1 | 1.4
20 | 0.3 | -2.2&-0.7 | -0.4&-1.4 | -15.8
21 | 0.0 | 2.2 | 1.2 | 2.3
22 | -0.1 | -4.3&1.8 | 53.5&-1.1 | -16.5
23 | 0.1 | 2.0 | . | -39.8
24 | 0.1 | 1.6 | 40.7 | -0.8

(listing goes on)
cpd | Compound | SIRT5 inh | S100A4 MyoIIA | PGC1a acetyl inh | C2C12 statin
25 | C[C@H](O)c1[nH]c2cc(F)ccc2c1[C@H](C)O | . | 2.1 | . | -7.4
26 | COc1ccccc1C#Cc1ccc2c(c1)O[C@H](CN(C)Cc1ccccc1)[C@H](C)CN([C@@H](C)CO)S2(=O)=O | 2.9 | 3.1 | -19.3 | -53.4
27 | COc1ccc(CN(C)C(=O)c2cccc(NC(=O)CC3SC(N4CCCCC4)=NC3=O)c2)c(OC)c1 (configuration not stated) | 2.3 | -3.5 | -18.0 | -41.5
28 | CCCNc1c(NC(=O)c2cccs2)c(=O)oc2ccccc12 | 0.4 | -0.5 | -5.6 | 7.8
29 | CCOc1ccc(CC(=O)Nc2ccc(NC(=O)c3ccco3)cc2)cc1OCC | -1.8 | 1.0 | -133.4 | 7.5
30 | Cc1ccccc1N1C(=O)CC(c2c[nH]c3ccccc23)C1=O (configuration not stated) | 0.4 | -7.5 | 0.4 | .
31 | COC(=O)c1ccc2nc(Nc3nc4c(F)cc(F)cc4s3)sc2c1 | -2.8 | 15.9 | . | .
32 | CC(C)NC(=O)N[C@@H]1CC[C@@H](CCNC(=O)C2CC2)O[C@@H]1CO | 4.7 | 0.9 | -0.7 | -3.4
33 | Cc1ccc(C)c2[nH]c(=O)c(CN(Cc3ccco3)S(=O)(=O)c3ccc4c(c3)OCCO4)cc12 | . | . | -0.8 | -2.6
34 | COc1ccc(C(=O)NCC(=O)Nc2cccc(S(=O)(=O)NCc3ccco3)c2)cc1OC | 0.2 | -6.0 | -2.3 | .
35 | CCCNC(=O)[C@@H]1[C@@H](CO)[C@@H]2Cn3c(ccc(-c4ccccc4)c3=O)[C@@H]2N1C(=O)C1CC1 | -13.5 | 4.2 | -0.1 | .
36 | Cc1nnc(N2C(=O)C(O)=C(C(=O)c3ccco3)C2c2ccc(F)cc2)s1 (configuration not stated) | . | -1.1 | -2.9 | -0.1

cpd | XiGFP reactiv | ERAP1 inh | Cneo AK release | LGR2 inh
25 | -0.3 | 2.7 | -2.2 | 2.8
26 | -0.9 | 0.8 | 4.9 | 10.2
27 | 0.3 | 3.5 | 4.8 | 27.7
28 | 0.4 | -1.1 | 0.2 | -1.4
29 | 0.0 | 4.6 | -2.0 | .
30 | 0.0 | 2.4 | . | 9.3
31 | 0.0 | 1.5 | . | .
32 | -0.2 | -0.6 | 3.3 | -3.3
33 | . | . | 1.5 | -0.5
34 | 0.0 | -8.2 | . | -33.7
35 | 0.0 | -0.5 | . | -10.7
36 | 0.0 | . | -1.0 | -17.3

Following part
cpd | Compound | SIRT5 inh | S100A4 MyoIIA | PGC1a acetyl inh | C2C12 statin
37 | C=CCOc1ccc(C2CC(C)=NN2c2ccccc2)cc1 (configuration not stated) | 6.8 | -4.4 | . | .
38 | C[C@H]1CN([C@@H](C)CO)C(=O)c2cc(NC(=O)C3CCCCC3)ccc2O[C@H]1CN(C)Cc1ccc(Cl)c(Cl)c1 | 1.4 | -16.0 | 8.3 | -30.8
39 | COc1ccc(CNC(=O)C2CCN(S(=O)(=O)c3ccc4c(c3)NC(=O)C(C)S4)CC2)cc1 (configuration not stated) | -2.4 | -16.2 | -11.6 | -0.9
40 | CCC(=O)N1[C@@H](CO)[C@@H](c2ccccc2)C12CN(C(=O)Cc1ccccc1)C2 | 1.0 | -6.2 | 0.2 | .
41 | CCC(=O)N[C@@H]1C=C[C@@H](CC(=O)OC)O[C@@H]1CO | 0.0 | -0.7 | -9.0 | -7.2

cpd | XiGFP reactiv | ERAP1 inh | Cneo AK release | LGR2 inh
37 | 0.6 | -1.9 | . | -17.3
38 | -0.1 | -1.9 | 9.0 | 7.1
39 | 0.0 | -0.3 | -1.2 | 0.9
40 | 0.0 | -5.1 | . | 2.3
41 | 0.3 | 1.3 | -4.0 | 1.9

An excerpt; rates above refer to the full screens.
